Compound activity as filed in PubChem BioAssay.
Siah-1 displacement: Siah-1 peptide-binding antagonists, primary screen, biochemical, fluorescence polarization, rhodamine-plectin, uHTS (AID 1817); displacement, % at 20 µM; hits with a dose series show IC50 in µM; Siah-1 / rhodamine-plectin peptide fluorescence polarization; higher % means a stronger effect; actives 0.02% (n = 290,000);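 active = displacement of at least 50% at 20 µM, with a fluorescence ratio check between 0.3 and a set limit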;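 note: plate controls were Siah plus tracer with DMSO for no effect and tracer alone without Siah for full effect; strong numbers were not always called active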
LYP phosphatase: inhibitors of LYP phosphatase, biochemical, fluorescence intensity, uHTS (AID 1779). recombinant LYP phosphatase, fluorescence intensity; higher % means a stronger effect. inhibition, % at 11.5 µM, or IC50 in µM where a hit was titrated. actives 0.054% (n = 290,000);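 note: plate controls were vehicle with enzyme for no effect and no enzyme for full effect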
Hep lipid drop: hepatic lipid droplet formation modulation. AID 1656. AML12 mouse hepatocytes, oleate lipid droplets, BODIPY imaging. inhibition, % at 6.5 µM. actives 0.4% (n = 240,000);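 active = lipid droplet intensity inhibited by at least 50%, with more than 500 cells counted; inconclusive = wells with under 300 cells, treated as cytotoxic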
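Assay system: AML12 hepatocytes (mouse) / Also added: 100 µM oleic acid challenge / Times: overnight treatment with compound plus oleate / Detection: high-content imaging of BODIPY-stained droplets and DAPI nuclei / Evaluation: % inhibition of lipid droplet signal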
XIAP antagonists: small molecules displacing peptide from XIAP – biochemical, IAP family, fluorescence polarization (AID 1018); displacement, % at 20 µM; hits with a dose series show IC50 in µM; XIAP BIR domain, fluorescence polarization peptide displacement; higher % means a stronger effect; actives 0.007% (n = 200,000); in the data active = displacement above about 50%; note: a part of the inactive calls stands beside numbers as strong as those of hits
Dengue-2 NS5 capping: Dengue-2 NS5 methyltransferase inhibitors, primary screen, biochemical, confirmation dose response (AID 588689); Dengue-2 NS5 methyltransferase capping enzyme assay, biochemical; higher % means a stronger effect; inhibition, % at 25 µM; hits with a dose series show IC50 in µM; actives 0.3% (n = 340,000); in the data active = a potency from the dose series; inconclusive = inhibition above about 29% without an active follow-up result
NOD2 inhibition: inhibition of NOD2-driven NF-kB reporter – cell-based, luminescence, uHTS, HEK293 (AID 1566) | actives 0.63% (n = 290,000) | inhibition, % at 4 µM; hits with a dose series show EC50 in µM | HEK293 NOD2/NF-kB luciferase reporter, luminescence; higher % means a stronger effect; note: many of its hits are not listed in these tables
AID2073: disruptors of CaV2.2 binding to Mint1 – biochemical, HTRF (AID 2073). HTRF protein-protein interaction, Mint1-CaV2.2; higher % means a stronger effect. inhibition, % at 20 µM; hits with a dose series show IC50 in µM. actives 0.19% (n = 290,000); in the data active = inhibition mostly above about 51%, no sharp cut-off; inconclusive = no clear call, values can overlap the other calls; inactive = mostly below about 53%; note: some results filed as inactive read as strong as hits
HIV fusion peptide: cell-free HIV fusion peptide-binding blockers – biochemical, uHTS, fluorescence dequenching, primary screen (AID 1986). cell-free peptide binding, fluorescence dequenching, 30 min; higher % means a stronger effect. one-dose inhibition, % at 20 µM; IC50 in µM for titrated hits. actives 0.3% (n = 290,000); in the data active = inhibition mostly above about 52%, no sharp cut-off; inactive = mostly below about 76%; note: some results filed as inactive read as strong as hits
Myeloid diff 2: promotes myeloid progenitor differentiation; ER-HoxA9 myeloid progenitors, lysozyme-GFP differentiation, flow cytometry; calls only at 10 µM; actives 1% (n = 360,000); AID 624256;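 active = normalized GFP-positive differentiation at or above the plate's own cutoff, the solvent-only control mean plus 3 SD; inconclusive = no clear call, values can overlap the other calls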;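 note: cells exposed to compound for four days before flow analysis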
Hep lipid drop cells 6.5 µM: also measured in Hep lipid drop; calls as there; cell count; measured here: cell count, cytotoxicity flag;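 cells counted across two imaged fields per well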
Myeloid diff 2 GFP+ MAC1+ %: recorded beside Myeloid diff 2, whose call it bears; GFP+ MAC1+ double positive, %; measured here: differentiation confirmed by MAC1 staining
* = called active by the depositor; i = inactive; ? = inconclusive; / = not tested or not shown. Cut-off read from the data, not from the text of the source, unless noted: active = inhibition above about 50%; inactive = the rest. Some of the compounds tested. The share of hits here may be higher or lower than overall.

molecule	Siah-1 displacement	LYP phosphatase	Hep lipid drop	Hep lipid drop cells 6.5 µM	XIAP antagonists	Dengue-2 NS5 capping	NOD2 inhibition	AID2073	HIV fusion peptide	Myeloid diff 2	Myeloid diff 2 GFP+ MAC1+ %
Cc1cccc(C(=O)NCCc2ccccc2)c1	-7%	-9%	/	/	/	-5%	-46%	10%	-1.0%	i	0.8
Cc1ccc(N(C(=O)CNC(=O)c2ccco2)C(C(=O)NC2CCCCC2)c2ccncc2)cc1F (configuration not stated)	-2%	-6%	-10	799	/	-15%	-7%	10%	-0.6%	i	0.8
CN(CCC1CCCCO1)C(=O)CCc1nnc(CCc2ccccc2)o1 (configuration not stated)	2%	-4%	-8	544	/	3%	-17%	-3%	-0.7%	i	0.6
O=C(NNS(=O)(=O)c1ccc(Br)cc1)c1ccccc1-n1cccc1	14%	-7%	0	825	/	-5%	6%	-6%	-2.7%	i	0.4
O=[N+]([O-])c1cc(C(F)(F)F)ccc1N1CCN(S(=O)(=O)c2ccc3ccccc3c2)CC1	-1%	-2%	/	/	-6.1%	-6%	39%	-1%	-2.8%	i	1.3
O=C(Nc1ccc2c(c1)OCO2)[C@@H]1[C@@H]2C(=O)N(C3CCCCC3)C(=O)[C@@H]2C2c3ccccc3C=CN21 (some centres not stated)	-3%	0%	-1	689	-4.1%	/	-10%	4%	8.4%	/	/
NC(=O)c1ccc(NCCCN2CCOCC2)c([N+](=O)[O-])c1	-3%	-5%	2	518	-6.2%	-5%	-1%	5%	-0.6%	i	0.6
Cc1cc(-c2nnc(SCc3ccccn3)o2)no1	-1%	-4%	/	/	-7.6%	-6%	18%	12%	0.2%	i	5.7
COc1ccc2c(C)cc3n[nH]c(=S)n3c2c1	-3%	-5%	10	773	/	-22%	20%	22%	-0.4%	i	0.3
NS(=O)(=O)c1cc([N+](=O)[O-])ccc1NCc1cccnc1	1%	-6%	9	824	/	0%	11%	0%	-0.6%	i	0.7

molecule	Siah-1 displacement	LYP phosphatase	Hep lipid drop	Hep lipid drop cells 6.5 µM	XIAP antagonists	Dengue-2 NS5 capping	NOD2 inhibition	AID2073	HIV fusion peptide	Myeloid diff 2	Myeloid diff 2 GFP+ MAC1+ %
CCN1C(=O)N[C@H](c2ccc(Br)cc2)C(C(C)=O)=C1C	-5%	2%	2	766	-6.2%	-12%	6%	14%	3.2%	i	0.9
O=C1c2ccccc2C(=O)C1(CO)c1ccc(OC(F)F)cc1	10%	-10%	-1	755	/	-3%	-80%	0%	0.1%	i	0.0
CC(=O)Nc1ccc(N(C(=O)Cc2c[nH]c3ccccc23)C(C(=O)NC2CCCCC2)c2ccco2)cc1 (configuration not stated)	-4%	-4%	-3	706	-3.0%	0%	10%	5%	-1.4%	i	0.6
Cc1nn(CC(=O)Nc2ccccn2)c(C)c1Br	-3%	-10%	11	607	-4.0%	-7%	-1%	-2%	1.9%	i	0.3
CN1CCN(C(=O)C2CCCN(S(=O)(=O)c3ccc(Cl)cc3)C2)CC1 (configuration not stated)	-7%	-12%	-1	651	/	-3%	10%	10%	-0.5%	i	0.8
O=C(c1ccccn1)N1CCN(c2ccc(C(F)(F)F)cn2)CC1	-2%	4%	6	731	-5.1%	-7%	19%	14%	-1.5%	i	2.0
COc1ccc2cc(Br)ccc2c1CC(=O)NC1CC(C)(C)NC(C)(C)C1	-4%	-6%	8	766	-8.8%	-3%	-9%	-4%	-2.9%	i	1.1
COc1ccc(C(=O)Nc2cc3c(cc2Cl)OCCCO3)cc1	-2%	-7%	-5	786	-3.1%	4%	-54%	-6%	0.4%	i	0.5
CCOCCCNCc1cccc(OC)c1	6%	0%	-5	586	-5.2%	-8%	-4%	-2%	0.3%	i	0.6
COc1cccc(N2CCN(CC(=O)Nc3nc(C)c(C(=O)N(C)C)s3)CC2)c1	5%	-6%	12	774	/	-7%	2%	5%	2.7%	i	0.6

molecule	Siah-1 displacement	LYP phosphatase	Hep lipid drop	Hep lipid drop cells 6.5 µM	XIAP antagonists	Dengue-2 NS5 capping	NOD2 inhibition	AID2073	HIV fusion peptide	Myeloid diff 2	Myeloid diff 2 GFP+ MAC1+ %
CCC(=O)Nc1ccc2c(c1)ncn2C	10%	-4%	6	666	-5.8%	-9%	21%	2%	0.9%	i	1.0
O=C(CCCOc1ccc(Br)cc1)NCCc1ccc(OC(F)F)cc1	-6%	-11%	-2	844	/	-4%	0%	-2%	2.0%	i	0.7
CCOc1ccc(C(=O)NCCCN2CCCC2=O)cc1	0%	-8%	5	744	-8.2%	-3%	10%	-4%	-3.1%	i	1.4
CCN1CCC2(CCN(C(=O)c3cc(COc4cc(C)ccc4C)on3)C2)C1 (configuration not stated)	4%	-9%	1	667	/	6%	9%	13%	3.0%	i	0.2
CCOc1ccc(CNC(=O)CCC(=O)N2Cc3cccc(OC)c3Oc3ncccc32)cc1	0%	-7%	-4	706	/	-7%	-2%	18%	-1.7%	i	1.7
CC(=O)c1ccc(OCc2cc([N+](=O)[O-])cc3c2OCOC3)cc1	-4%	4%	-9	667	-4.5%	5%	-2%	9%	0.4%	i	0.5
Cc1csc2ncc(C(=O)NCCC(c3ccccc3)c3ccccc3)c(=O)n12	2%	-9%	-3	700	/	-7%	12%	0%	-0.8%	i	0.5
O=[N+]([O-])c1ccc(/C=N/n2c(CO)nc3ccccc32)s1	48%	-9%	-2	653	-2.3%	0%	31%	-15%	2.6%	?	/
CCOC(=O)N1CCN(C(=O)CN(Cc2ccccc2)S(C)(=O)=O)CC1	-3%	-6%	-100	671	-2.5%	-1%	7%	2%	-2.7%	i	14
O=C(Nc1ccc2c(c1)OCO2)Nc1ccc(F)cc1F	0%	-7%	-2	829	/	-13%	-38%	-9%	-0.8%	i	0.3

molecule	Siah-1 displacement	LYP phosphatase	Hep lipid drop	Hep lipid drop cells 6.5 µM	XIAP antagonists	Dengue-2 NS5 capping	NOD2 inhibition	AID2073	HIV fusion peptide	Myeloid diff 2	Myeloid diff 2 GFP+ MAC1+ %
Fc1cccc(NC(=S)NCc2cccnc2)c1	0%	-7%	-6	737	-11%	4%	3%	-10%	0.0%	i	0.8
Cc1cc(NS(=O)(=O)c2ccc(NC(=O)CSc3nc4ncc(Br)cc4[nH]3)cc2)nc(C)n1	2%	-3%	-2	685	/	-6%	10%	9%	0.3%	i	0.5
COc1ccccc1OCCCCOc1ccccc1F	0%	-4%	/	/	-6.1%	-2%	-15%	-4%	1.0%	i	1.2
Cc1cc(C(=O)NP(=O)(N2CC(C)OC(C)C2)N2CC(C)OC(C)C2)c(C)n1C1CC1 (configuration not stated)	3%	-4%	27	695	-1.5%	4%	10%	-7%	2.4%	i	0.1
O=C(NNC(=O)c1ccc2c(c1)OCO2)NC12CC3CC(CC(C3)C1)C2	11%	-6%	14	608	-1.6%	-6%	-11%	0%	-1.0%	i	0.6
O=C(c1ccc(S(=O)(=O)c2cccc(Cl)c2)c([N+](=O)[O-])c1)N1CCN(c2ccccn2)CC1	0%	-2%	-6	749	-3.2%	-11%	12µM*	14%	-1.7%	i	1.0
CCC(C)NC(=O)c1oc2ccc(S(=O)(=O)N3CCC4(CC3)OCCO4)cc2c1C (configuration not stated)	6%	-4%	-3	790	/	-1%	-9%	-8%	0.9%	i	0.6
Cc1ccccc1N(C(=O)CCCC(=O)Nc1ccccn1)C(C(=O)NC1CCCC1)c1ccc(O)cc1 (configuration not stated)	3%	-11%	-20	697	/	4%	3%	7%	-0.9%	i	0.2
COc1ccc(C(=O)NCc2nnc(SCCOc3ccccc3)n2C)cc1	2%	-2%	16	660	-2.9%	-5%	4%	7%	1.1%	i	1.4
Cn1c(=O)c2c(nc(N3CCOCC3)n2CCc2ccccc2)n(C)c1=O	4%	-4%	0	733	-7.2%	-9%	-7%	5%	-0.6%	i	0.5

molecule	Siah-1 displacement	LYP phosphatase	Hep lipid drop	Hep lipid drop cells 6.5 µM	XIAP antagonists	Dengue-2 NS5 capping	NOD2 inhibition	AID2073	HIV fusion peptide	Myeloid diff 2	Myeloid diff 2 GFP+ MAC1+ %
CS(=O)(=O)N(CC(=O)Nc1ccc2c(c1)OCCO2)c1ccc2c(c1)OCO2	-2%	-1%	7	680	-4.8%	0%	-3%	-4%	-2.6%	i	0.3
CCCn1cc(CN2CCC(n3nccc3NC(=O)CCOc3ccccc3)CC2)c(C)n1	3%	-8%	11	744	/	0%	8%	0%	0.6%	i	0.4
O=C(O)c1ccn2c(C(=O)c3ccccc3)c(-c3ccccc3)cc2c1	2%	2%	4	687	/	-2%	14%	22%	17%	i	0.8
CC1CC(C)CN(CCCNC(=O)c2ccc3c(c2)ncn3C2CCCC2)C1 (configuration not stated)	-6%	-9%	4	806	/	5%	10%	6%	-1.4%	i	1.2
Nc1c(-c2ccc(Cl)cc2)cnn1-c1cccc([N+](=O)[O-])c1	4%	-3%	/	/	-9.6%	0%	-44%	10%	-3.7%	i	0.9
N#Cc1nc(-c2ccc(OCc3ccccc3)cc2)oc1N1CCOCC1	-5%	2%	-1	754	-7.1%	-2%	21%	7%	-1.7%	i	8.1
O=C(Nc1ccc(N2CCOCC2)c(Cl)c1)c1ccccc1F	-5%	14%	13	841	-10%	-1%	-56%	26%	0.2%	i	6.1
O=C(NNC(=O)C1CCN(S(=O)(=O)c2ccccc2)CC1)c1ccccc1O	2%	-4%	-1	807	/	-14%	-15%	7%	9.7%	i	0.4

In the list so far, these contain fluorine:
molecule	Siah-1 displacement	LYP phosphatase	Hep lipid drop	Hep lipid drop cells 6.5 µM	XIAP antagonists	Dengue-2 NS5 capping	NOD2 inhibition	AID2073	HIV fusion peptide	Myeloid diff 2	Myeloid diff 2 GFP+ MAC1+ %
Cc1ccc(N(C(=O)CNC(=O)c2ccco2)C(C(=O)NC2CCCCC2)c2ccncc2)cc1F (configuration not stated)	-2%	-6%	-10	799	/	-15%	-7%	10%	-0.6%	i	0.8
O=[N+]([O-])c1cc(C(F)(F)F)ccc1N1CCN(S(=O)(=O)c2ccc3ccccc3c2)CC1	-1%	-2%	/	/	-6.1%	-6%	39%	-1%	-2.8%	i	1.3
O=C1c2ccccc2C(=O)C1(CO)c1ccc(OC(F)F)cc1	10%	-10%	-1	755	/	-3%	-80%	0%	0.1%	i	0.0
O=C(c1ccccn1)N1CCN(c2ccc(C(F)(F)F)cn2)CC1	-2%	4%	6	731	-5.1%	-7%	19%	14%	-1.5%	i	2.0
O=C(CCCOc1ccc(Br)cc1)NCCc1ccc(OC(F)F)cc1	-6%	-11%	-2	844	/	-4%	0%	-2%	2.0%	i	0.7
O=C(Nc1ccc2c(c1)OCO2)Nc1ccc(F)cc1F	0%	-7%	-2	829	/	-13%	-38%	-9%	-0.8%	i	0.3
Fc1cccc(NC(=S)NCc2cccnc2)c1	0%	-7%	-6	737	-11%	4%	3%	-10%	0.0%	i	0.8
COc1ccccc1OCCCCOc1ccccc1F	0%	-4%	/	/	-6.1%	-2%	-15%	-4%	1.0%	i	1.2
O=C(Nc1ccc(N2CCOCC2)c(Cl)c1)c1ccccc1F	-5%	14%	13	841	-10%	-1%	-56%	26%	0.2%	i	6.1
